NOD2 inhibition: NOD2 signaling inhibitors, cell-based, luminescence, uHTS, HEK293 (AID 1566); HEK293 NOD2/NF-kB luciferase reporter, luminescence; higher % means a stronger effect; inhibition, % at 4 µM; hits with a dose series show EC50 in µM; 290,000 tested, 0.63% active; in the data active = inhibition above about 50%; note: many of its hits are not listed in these tables
Insulin prom up: MIN6 insulin promoter up-regulation; MIN6 insulin promoter-GFP reporter, high-content imaging; hits give high values; 190,000 tested, 0.3% active; AID 1625; z-score at 5 µM;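 active = z-score above 3 at 5 µM with at least 500 cells counted in the well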
M17LAP inhibition: P. falciparum M17LAP inhibitors, primary screen, biochemical, fluorogenic H-Leu-NHMec substrate, 1536-well (AID 1619); recombinant M17LAP, H-Leu-NHMec fluorogenic kinetic assay; higher % means a stronger effect; one-dose inhibition, % at 30 µM; IC50 in µM for titrated hits; 220,000 tested, 0.38% active;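 active = compound inhibiting the enzyme by more than half at any dose during confirmatory dose-response retesting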;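 note: plate controls were full reaction with DMSO carrier for no effect and no enzyme background for full effect; strong numbers were not always called active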
NOD1 inhibition: NOD1 signaling inhibitors, primary screen, cell-based, luminescence, uHTS (AID 1578). NOD1-driven NF-kB luciferase reporter cells, luminescence; higher % means a stronger effect. inhibition, % at 4 µM; hits with a dose series show EC50 in µM. 290,000 tested, 1% active; in the data active = inhibition mostly above about 36%, no sharp cut-off; inactive = mostly below about 34%;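 note: HEK-293T reporter cells stimulated with the NOD1 agonist gamma-tri-DAP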
Autophagy HCS: autophagy modulation, high-content screen; MEF GFP-LC3 puncta imaging; test concentration mostly 10 µM; calls only at 10 µM (by protocol); 190,000 tested, 0.98% active;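 active = percentage of spot-positive cells more than 3 SD above its plate mean, without a fluorescence outlier flag or 80% toxicity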;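 note: spot-positive cell cutoff set from DMSO-treated cells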
MT stabilizer: microtubule stabilizers in HeLa cells. HeLa tubulin immunostaining HCS, 24 h; share of cells brighter than vehicle mean+2SD. % tubulin-high responders, % at 10 µM. 200,000 tested, 0.83% active. AID 2205;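 active = plate Z-score above 3 for both tubulin-high and condensed-nucleus cell shares, with cell loss under 80%, at 10 µM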;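 note: anti alpha tubulin signal scored within the nucleus-defined area of each cell; some results filed as inactive read as strong as hits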
b-catenin transl: beta-catenin nuclear translocation modulation | HeLa beta-catenin nuclear translocation, immunofluorescence imaging | 190,000 tested, 0.3% active | nuclear translocation activity, % at 5 µM;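 active = nuclear translocation activity above 50% at 5 µM, with a well cell count of 50 or more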;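 note: per-cell ratio of nuclear to cytoplasmic median beta-catenin stain intensity; plate controls were DMSO negative control for no effect and GSK-3 inhibitor IX positive control for full effect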
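Test system: HeLa cells, endogenous beta-catenin; Compound: single 5 µM dose plus 0.02–20 µM confirmation series; Times: compound exposure 24 h at 37°C; Signal: fluorescence imaging of beta-catenin antibody stain plus DAPI; Read-out: % activation, nuclear-to-cytoplasmic median beta-catenin signal ratio per cell.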
Dynein transport: blocks dynein driven cargo transport along microtubules. 3617.4 mouse cells, GR-EGFP nuclear translocation imaging; test concentration mostly 20 µM; stimulated with dexamethasone, 1 µM; hits give low values. z-score, hits read low. 220,000 tested, 0.47% active;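 active = plate z-score of nuclear minus cytoplasmic receptor signal below a set negative limit, without overly bright fluorescence or cell loss, cut at about -3.5 in these data, passing the limit was not always enough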;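 note: z-score of nuclear minus cytoplasmic ring GR-EGFP intensity difference per well; some compounds called inactive have numbers as strong as hits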
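Buffer or medium: tet-free, stripped-serum medium; reagent: dexamethasone at 1.0 µM final, 30 min; incubation: 48 h induction, 1 h compound, 30 min dex at 37 °C; measured by: formaldehyde fixation, Hoechst nuclear stain, 10x automated fluorescence imaging; read-out: nuclear-to-cytoplasmic GR-EGFP distribution per well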
Yfh1-depleted yeast: enhancers of respiration in Yfh1-depleted yeast, dose response, Friedreich's ataxia, plus single-dose screen (AID 1465); 220,000 tested, 0.074% active; S. cerevisiae Yfh1-off respiration, WST-1 reduction, 72 h; higher fold induction means a stronger effect; one-dose fold induction at 50 µM; EC50 in µM for titrated hits;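 active = fold induction of absorbance versus untreated yeast above a set limit, then at least 30% activation at any dose in follow-up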;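 note: activators that raise dye reduction in frataxin-depleted yeast; strong numbers were not always called active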
Dynein transport cytoplasmic EGFP: further read-out of Dynein transport, marked with its call; z-score; measured here: cytoplasmic GR-EGFP intensity; hits give high values
Dynein transport nuclear GR-EGFP: also measured in Dynein transport; calls as there; z-score; measured here: nuclear GR-EGFP intensity;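 lower value marks the stronger effect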
Dynein transport cell count: further read-out of Dynein transport, marked with its call; z-score; measured here: cell count per field
Insulin prom up cell count: second read-out of Insulin prom up, no call of its own (marks repeat the call); cell count; measured here: cytotoxicity, nuclei count;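 total cells summed across four imaged fields per well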
b-catenin transl cell count 5 µM: recorded beside b-catenin transl, whose call it bears; cell count; measured here: cell count, cytotoxicity flag
MT stabilizer Hoechst-high %: further read-out of MT stabilizer, marked with its call; % Hoechst-high responders; measured here: nuclear condensation Hoechst responders;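 share of cells brighter than vehicle mean plus two SD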
MT stabilizer cytotoxicity %: further read-out of MT stabilizer, marked with its call; toxicity, %; measured here: cytotoxicity by cell density;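 0% = mean cell density of plate MIN control wells and 100% = no cells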
Autophagy HCS cell loss 18 h: further read-out of Autophagy HCS, marked with its call; toxicity, %; measured here: cell loss, nuclei count;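 cell loss after 18 h compound exposure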
Active calls of the source: *. The list is partial. The share of hits here may be higher or lower than overall.

For C#CCOc1ccc(/C=N/NC(=O)c2cccnc2)cc1OCC the results were NOD2 inhibition 13.0%, Insulin prom up 0, M17LAP inhibition 10.8%, NOD1 inhibition -33.1%, Autophagy HCS inactive, MT stabilizer 6.5, b-catenin transl -3.9, Dynein transport 0.5, Yfh1-depleted yeast inactive, Dynein transport cytoplasmic EGFP 0.0298, Dynein transport nuclear GR-EGFP 0.196, Dynein transport cell count -0.286, Insulin prom up cell count 1334, b-catenin transl cell count 5 µM 1061, MT stabilizer Hoechst-high % 2.0, MT stabilizer cytotoxicity % 6.3 and Autophagy HCS cell loss 18 h 0.5.
Screening O=C(NNc1cccc(Cl)n1)Nc1ccc(F)cc1 returned NOD2 inhibition 13.7%, Insulin prom up 1.05, M17LAP inhibition 2.2%, NOD1 inhibition -11.9%, Autophagy HCS inactive, MT stabilizer 5.4, b-catenin transl -4.3, Dynein transport -0.171, Yfh1-depleted yeast inactive, Dynein transport cytoplasmic EGFP -0.325, Dynein transport nuclear GR-EGFP 0.438, Dynein transport cell count 0.0896, Insulin prom up cell count 1616, b-catenin transl cell count 5 µM 1082, MT stabilizer Hoechst-high % 2.0, MT stabilizer cytotoxicity % 10.4 and Autophagy HCS cell loss 18 h -5.4.
CC(=O)c1cccc(NC(=O)C2CCCN2S(=O)(=O)c2cccc3cccnc23)c1 (stereo not given) was read as NOD2 inhibition 14.4%, Insulin prom up -0.51, M17LAP inhibition 3.7%, NOD1 inhibition -4.0%, Autophagy HCS inactive, MT stabilizer 2.9, Dynein transport 0.243, Yfh1-depleted yeast inactive, Dynein transport cytoplasmic EGFP -0.312, Dynein transport nuclear GR-EGFP 0.269, Dynein transport cell count 0.435, Insulin prom up cell count 975, MT stabilizer Hoechst-high % 3.8, MT stabilizer cytotoxicity % 2.0 and Autophagy HCS cell loss 18 h -12.9.
`CCOc1ccc(-n2c(SCC(N)=O)nnc2-c2cccnc2)cc1` gave NOD2 inhibition 12.0%, Insulin prom up 0.18, M17LAP inhibition -4.1%, NOD1 inhibition -2.7%, b-catenin transl 0.7, Dynein transport -0.0896, Yfh1-depleted yeast inactive, Dynein transport cytoplasmic EGFP -0.231, Dynein transport nuclear GR-EGFP -0.445, Dynein transport cell count 1.55, Insulin prom up cell count 1076 and b-catenin transl cell count 5 µM 1261.
For O=C(COC(=O)[C@H](Cc1ccccc1)NS(=O)(=O)c1ccccc1F)NC1CCCCC1 the results were NOD2 inhibition 0.8%, M17LAP inhibition 1.1%, NOD1 inhibition -1.5%, Autophagy HCS inactive, MT stabilizer 2.1, Dynein transport 0.349, Yfh1-depleted yeast inactive, Dynein transport cytoplasmic EGFP -0.191, Dynein transport nuclear GR-EGFP 0.855, Dynein transport cell count -0.0128, MT stabilizer Hoechst-high % 1.4, MT stabilizer cytotoxicity % 7.3 and Autophagy HCS cell loss 18 h -9.3.
`CCOC(=O)COc1c(C(=O)OC)sc2ncccc12` gave NOD2 inhibition 23.7%, Insulin prom up 0.18, M17LAP inhibition 19.1%, NOD1 inhibition -22.9%, Autophagy HCS inactive, MT stabilizer 1.5, b-catenin transl 0.8, Dynein transport 0.565, Yfh1-depleted yeast inactive, Dynein transport cytoplasmic EGFP -0.188, Dynein transport nuclear GR-EGFP 0.3, Dynein transport cell count -0.187, Insulin prom up cell count 1194, b-catenin transl cell count 5 µM 982, MT stabilizer Hoechst-high % 2.9, MT stabilizer cytotoxicity % 6.3 and Autophagy HCS cell loss 18 h 12.8.
For C#CCNC(=O)c1cccn1-c1ncc(C(F)(F)F)cc1Cl the results were NOD2 inhibition -5.0%, Insulin prom up 0.17, M17LAP inhibition -5.5%, NOD1 inhibition -2.2%, Autophagy HCS inactive, MT stabilizer 1.9, b-catenin transl 1.6, Dynein transport 0.985, Yfh1-depleted yeast inactive, Dynein transport cytoplasmic EGFP -0.219, Dynein transport nuclear GR-EGFP 0.871, Dynein transport cell count -1.37, Insulin prom up cell count 1179, b-catenin transl cell count 5 µM 998, MT stabilizer Hoechst-high % 3.2, MT stabilizer cytotoxicity % 0.0 and Autophagy HCS cell loss 18 h -1.2.
CC1=CC(=C(C#N)C#N)c2ccccc2N1C was read as NOD2 inhibition 7.7%, Insulin prom up -0.44, M17LAP inhibition -0.5%, NOD1 inhibition 10.3%, Autophagy HCS inactive, MT stabilizer 4.9, b-catenin transl -3.3, Dynein transport -0.952, Yfh1-depleted yeast inactive, Dynein transport cytoplasmic EGFP -0.3, Dynein transport nuclear GR-EGFP -0.249, Dynein transport cell count 0.941, Insulin prom up cell count 1244, b-catenin transl cell count 5 µM 1139, MT stabilizer Hoechst-high % 1.7, MT stabilizer cytotoxicity % 7.8 and Autophagy HCS cell loss 18 h 2.4.
`CCOC(=O)N1CCN(C(=O)C(=O)NN)CC1` gave NOD2 inhibition 10.7%, Insulin prom up -0.08, M17LAP inhibition -8.6%, NOD1 inhibition -27.2%, Autophagy HCS inactive, MT stabilizer 3.1, b-catenin transl -0.5, Dynein transport -0.255, Yfh1-depleted yeast inactive, Dynein transport cytoplasmic EGFP -0.227, Dynein transport nuclear GR-EGFP 0.111, Dynein transport cell count 0.394, Insulin prom up cell count 1711, b-catenin transl cell count 5 µM 938, MT stabilizer Hoechst-high % 1.8, MT stabilizer cytotoxicity % 4.5 and Autophagy HCS cell loss 18 h 14.5.
CN(C)c1nc(N)c([N+](=O)[O-])c(NCCO)n1 was read as NOD2 inhibition 10.8%, Insulin prom up -0.1, M17LAP inhibition 16.4%, NOD1 inhibition 1.7%, Autophagy HCS inactive, MT stabilizer 5.5, b-catenin transl -3.8, Dynein transport -0.13, Yfh1-depleted yeast inactive, Dynein transport cytoplasmic EGFP -0.328, Dynein transport nuclear GR-EGFP -0.424, Dynein transport cell count 0.559, Insulin prom up cell count 1257, b-catenin transl cell count 5 µM 553, MT stabilizer Hoechst-high % 1.8, MT stabilizer cytotoxicity % 4.3 and Autophagy HCS cell loss 18 h 7.0.
Screening CN(C)N=Nc1nc2c(c(=O)n(C)c(=O)n2C)n1CC1CO1 (stereo not given) returned NOD2 inhibition -11.4%, Insulin prom up -0.53, M17LAP inhibition 4.9%, NOD1 inhibition -17.0%, b-catenin transl -1.5, Dynein transport -0.0997, Yfh1-depleted yeast inactive, Dynein transport cytoplasmic EGFP -0.249, Dynein transport nuclear GR-EGFP -0.16, Dynein transport cell count 1.11, Insulin prom up cell count 1154 and b-catenin transl cell count 5 µM 1050.
O=C(N/N=C/c1ccc2c(c1)OCO2)c1cc(-c2ccc(F)cc2)nc2ccccc12 was read as NOD2 inhibition 14.1%, Insulin prom up -0.12, M17LAP inhibition 8.9%, NOD1 inhibition 13.0%, Autophagy HCS inactive, MT stabilizer 20.6, b-catenin transl 1.5, Dynein transport -0.021, Yfh1-depleted yeast inactive, Dynein transport cytoplasmic EGFP -0.278, Dynein transport nuclear GR-EGFP -0.0488, Dynein transport cell count -0.168, Insulin prom up cell count 1214, b-catenin transl cell count 5 µM 402, MT stabilizer Hoechst-high % 17.5, MT stabilizer cytotoxicity % 47.5 and Autophagy HCS cell loss 18 h -4.8.
NC(=O)NC(CC(=O)NCCc1ccc(S(N)(=O)=O)cc1)c1ccccc1Cl (stereo not given) was read as NOD2 inhibition 7.6%, Insulin prom up -0.96, M17LAP inhibition -7.7%, NOD1 inhibition -0.8%, b-catenin transl -3.0, Dynein transport -0.667, Yfh1-depleted yeast inactive, Dynein transport cytoplasmic EGFP -0.257, Dynein transport nuclear GR-EGFP -0.294, Dynein transport cell count 0.506, Insulin prom up cell count 1512 and b-catenin transl cell count 5 µM 1133.
Screening O=C(c1ccc(S(=O)(=O)NCc2ccco2)cc1)N1CCCC1 returned NOD2 inhibition -10.0%, Insulin prom up 0.61, M17LAP inhibition 1.9%, NOD1 inhibition 7.6%, Autophagy HCS inactive, MT stabilizer 1.8, b-catenin transl -2.0, Dynein transport -0.53, Yfh1-depleted yeast inactive, Dynein transport cytoplasmic EGFP -0.317, Dynein transport nuclear GR-EGFP -0.25, Dynein transport cell count 0.575, Insulin prom up cell count 1166, b-catenin transl cell count 5 µM 1056, MT stabilizer Hoechst-high % 2.2, MT stabilizer cytotoxicity % 4.1 and Autophagy HCS cell loss 18 h 11.7.
CCNc1nc(C(=O)O)nc(N2CCOCC2)n1 was read as NOD2 inhibition -8.0%, Insulin prom up 0.93, M17LAP inhibition 14.9%, NOD1 inhibition -40.8%, Autophagy HCS inactive, MT stabilizer 2.6, b-catenin transl -1.9, Dynein transport 0.501, Yfh1-depleted yeast inactive, Dynein transport cytoplasmic EGFP -0.321, Dynein transport nuclear GR-EGFP 0.179, Dynein transport cell count 0.201, Insulin prom up cell count 1561, b-catenin transl cell count 5 µM 1013, MT stabilizer Hoechst-high % 2.5, MT stabilizer cytotoxicity % 1.6 and Autophagy HCS cell loss 18 h -2.3.

High-throughput results from PubChem BioAssay.
